FBW7 act: human FBW7 E3 ligase activation, primary screen; normalized activity (activation), % at 26.1 µM; Q969H0; AlphaScreen FBW7–phospho-cyclin E peptide binding, activator screen; 650,000 tested, 0.13% active; in the data active = normalized activity above about 1.9%;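 also: purified mutant Fbw7 with reduced substrate affinity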
Target sequence (Q969H0 whole entry, looked up): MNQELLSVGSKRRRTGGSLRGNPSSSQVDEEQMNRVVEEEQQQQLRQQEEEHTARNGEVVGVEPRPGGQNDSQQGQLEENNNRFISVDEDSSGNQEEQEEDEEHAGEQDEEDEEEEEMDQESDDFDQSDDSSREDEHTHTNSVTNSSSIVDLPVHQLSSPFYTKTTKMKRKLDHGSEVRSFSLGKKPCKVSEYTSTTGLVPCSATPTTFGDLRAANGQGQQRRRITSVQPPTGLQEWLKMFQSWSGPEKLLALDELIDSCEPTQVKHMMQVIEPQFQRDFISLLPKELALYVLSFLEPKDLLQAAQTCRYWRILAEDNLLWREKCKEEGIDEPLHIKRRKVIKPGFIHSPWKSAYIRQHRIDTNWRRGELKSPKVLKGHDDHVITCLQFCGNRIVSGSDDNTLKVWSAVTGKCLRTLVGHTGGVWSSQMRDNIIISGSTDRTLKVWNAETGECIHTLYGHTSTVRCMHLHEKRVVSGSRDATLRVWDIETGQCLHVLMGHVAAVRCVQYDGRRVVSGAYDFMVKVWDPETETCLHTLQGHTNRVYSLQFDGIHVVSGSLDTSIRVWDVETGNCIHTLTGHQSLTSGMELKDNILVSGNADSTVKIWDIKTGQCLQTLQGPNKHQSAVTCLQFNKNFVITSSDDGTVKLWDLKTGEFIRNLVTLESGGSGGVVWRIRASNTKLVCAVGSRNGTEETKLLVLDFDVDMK
MITF primary: human MITF inhibition, primary screen | AlphaScreen MITF homodimerization, bead proximity signal | inhibition, % at 2.6 µM | 650,000 tested, 0.91% active | AID 1259374; in the data active = inhibition above about 50%;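 also: 0% = vehicle wells with protein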
GPR151 ag: activators of human GPR151 | PathHunter beta-arrestin GPR151 cells, luminescence | Q8TDV0 | 650,000 tested, 1% active | activation, % at 11.2 µM; in the data active = activation above about 4.9%;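 also: 0% = median of compound wells and 100% = cells with positive control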
Target sequence (Q8TDV0 whole entry, looked up): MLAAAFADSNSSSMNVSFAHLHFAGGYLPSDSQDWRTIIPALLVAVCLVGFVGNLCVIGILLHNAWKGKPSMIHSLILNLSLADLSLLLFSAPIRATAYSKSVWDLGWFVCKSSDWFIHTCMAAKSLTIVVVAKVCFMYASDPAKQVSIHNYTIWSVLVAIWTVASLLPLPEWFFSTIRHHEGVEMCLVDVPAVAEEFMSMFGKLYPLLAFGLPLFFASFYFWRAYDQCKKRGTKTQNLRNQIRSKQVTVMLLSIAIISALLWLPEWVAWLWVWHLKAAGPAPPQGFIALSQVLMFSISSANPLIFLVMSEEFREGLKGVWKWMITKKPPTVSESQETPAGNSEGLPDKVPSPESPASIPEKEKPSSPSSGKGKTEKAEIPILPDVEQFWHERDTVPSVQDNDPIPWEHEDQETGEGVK
TEAD-YAP inh: TEAD-YAP interaction inhibition; HEK-TIYL cells, TEAD-Gal4/YAP UAS-luciferase luminescence; inhibition, % at 9.12 µM; 640,000 tested, 1.4% active; in the data active = inhibition above about 32%;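 also: 0% = median of test compound wells and 100% = reference inhibitor wells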
* marks the source's active call; other numbers are inactive results; & = joins results of further samples. Not a hit list; overall some 3.5% were active at least once.

SMILES	FBW7 act	MITF primary	GPR151 ag	TEAD-YAP inh
COc1ccc(COn2c(=O)c(-c3cc4ccccc4o3)[n+]([O-])c3ccccc32)cc1OC	0.9	-4.4	-1.0	-48.8
C/C(=N\NC(=S)NC(C)C)c1cc2ccccc2o1	-0.2	-9.5	0.5	-29.2
O=C(Nc1ccncc1)c1cccs1	-0.1	6.7	-1.3	-3.4
COc1ccc(S(=O)(=O)NC(C)C(=O)Nc2ccc(Oc3ccccc3)cc2)cc1 (configuration not stated)	1.1	12.0	-2.2	-1.3
COCCO[C@H]1[C@H](NC(=O)C(C)C)c2ccccc2C12CCN(C(=O)CC1CC1)CC2	1.0	16.3	0.5	-2.5
O=C(Sc1n[nH]c(=O)[nH]c1=O)c1ccc(Cl)cc1	0.0	2.3	0.1	2.0
COCCNC(=O)c1oc(=O)c2ccccc2c1-c1ccccc1	-0.1	4.0	-1.3	-3.0
N#Cc1ccc(-c2ccc(OC(=O)C34CC5CC(CC(C5)C3)C4)cc2)cc1	0.0	-10.4	-0.1	-6.5
COc1ccc(-c2c(C)c3ccc(OC(=O)N4CCOCC4)cc3oc2=O)cc1	0.0	4.7	-0.3	2.5
NC(=O)C1CCN(CC(c2ccccc2)c2ccccc2)CC1	0.3	8.5	-0.6	21.6
CCN(c1cccc(C)c1)S(=O)(=O)c1ccc(Sc2cccc(Cl)c2)c(C(=O)NCc2ccc(C)cc2)c1	-0.1	3.9	-1.2	-4.2
Cc1cc(C)cc(N(CC(=O)NC2CCC(C)CC2)S(=O)(=O)c2c(C)noc2C)c1 (configuration not stated)	0.4	-19.2	-0.6	-9.8
COc1ccc(OC)c(-c2csc(NC(=O)c3n[nH]c(=O)c4ccccc34)n2)c1	0.0	-1.7	-0.8	-7.3
COc1ccc(/C=c2\sc3nnc(-c4cccs4)n3c2=O)cc1	0.1	4.2	-1.0	-4.6
O=C(CCCC(=O)N/N=C/c1ccc(O)cc1O)N/N=C/c1ccc(O)cc1O	-0.7	42.6	2.7	-7.8
CN(CC(=O)Nc1sccc1C#N)c1ccccc1	-0.2	2.6	0.5	-1.0
O=C1/C(=C/c2ccc(Cl)cc2)C=C(c2ccccc2)N1c1cccc(Cl)c1Cl	0.1	-11.6	-0.1	2.5
CCOc1ccc2c(c1)s/c(=N\S(=O)(=O)c1cccs1)n2C	0.4	-6.8	-1.1	-0.1
CCOC(=O)/C(C)=C1\NC(C)(C)Cc2ccccc21	0.0	8.5	1.2	13.1
O=C(O)CCC(=O)N(Cc1cccs1)Cc1cccs1	0.2	29.4	-1.5	3.4
N#CC(C#N)=C1c2cc([N+](=O)[O-])ccc2-c2c1cccc2[N+](=O)[O-]	0.2	5.5	-1.3	16.9
O=C(CSc1nnc(-c2ccc(Cl)cc2)n1-c1ccccc1)N1CCCCC1	-0.2	0.5	-0.1	6.3
COc1cccc2cc(C(=O)Nc3ccccc3-c3nc4ccccc4[nH]3)oc12	0.2	-11.3	1.6	-10.0
COc1ccc(C(C)NC(=O)C2CCN(c3ncccn3)CC2)cc1 (configuration not stated)	-0.2	-0.8	0.0	11.2
CCOC(=O)c1cnc2c(OC)cccc2c1Nc1ccc(C(F)(F)F)cc1	-0.2	-1.3	-0.5	-10.3
O=C(OCc1cc(=O)n2cc(Br)ccc2n1)c1cc([N+](=O)[O-])ccc1Cl	0.3	18.8	-1.2	-10.1
Cc1ccc(C)c(NS(=O)(=O)c2ccc3[nH]c(=O)[nH]c3c2)c1	0.1	18.1	-0.3	4.1
COc1ccccc1OCC(=O)Nc1ccc(C(C)=O)cc1	1.0	-3.0	-0.8	-64.1
COc1ccc(NC(=O)N2CCC(O)(c3cccnc3)CC2)c(OC)c1	1.4	17.7	-0.3	3.3
NC(=O)COc1ccc(S(=O)(=O)N2CCOCC2)cc1Cl	-0.3	-6.9	-0.5	1.7
C=Cc1ccc(CN2C(=O)C(C)Oc3ccc(C)cc32)cc1 (configuration not stated)	-0.2	-7.0	-0.2	-1.9
Cc1c(C(=O)C(=O)NC2CCCC2)c2ccccc2n1C	0.8	17.9	-1.5	3.7
CC1(/C(CCc2ccccc2)=N/NC(N)=O)CCCCC1	-0.1	2.7	0.0	1.2
Cc1ccc(C)c(N2CCN(C(=O)C3CCCN(c4ccc(-n5ccnc5)nn4)C3)CC2)c1 (configuration not stated)	0.5	3.4	0.3	2.6
O=C(Nc1nnc(Cc2ccccc2)s1)c1ccccc1	0.0	-6.3	-0.1	-46.9
CN(C)CCNCCCOc1ccccc1C#N	0.3	7.8	1.0	-23.9
CCN1CCN(Cc2ccc(OC)c(OCc3ccccc3)c2)CC1	0.0	12.5	-1.0	0.2
O=C(/C=C/Nc1cccc2cccnc12)C(F)(F)F	-0.6	-10.0	-1.0	-2.8
CCOC(=O)C1=C(O)/C(=C\c2cccc(O)c2)N=C1C	0.0	8.7	1.2	-0.1
N#C/C(=C(/O)COC(=O)CNC(=O)c1cccc(OC(F)F)c1)c1nc2ccccc2[nH]1	0.0	-0.4	1.0	2.1
OC(CCN1CCCCC1)(c1ccccc1)C1CCCCC1 (configuration not stated)	0.0&-0.1&0.1&-0.1	-15.6&-10.2&14.8&-8.0	-0.5&0.5&-1.1&-1.7	-0.9&4.7
Cn1c(Cn2nnc(-c3ccccc3)n2)nnc1SCC(=O)Nc1ccccc1Cl	-0.2	-3.8	7.6*	-13.1
CC(Nc1cc(N2CCN(C(=O)c3cccc(Br)c3)CC2)ccc1[N+](=O)[O-])c1ccccc1 (configuration not stated)	-0.2	-5.4	-1.1	11.1
Cc1ccccc1NC(=O)COC(=O)C1CC(=O)N(c2ccc(OC(C)C)cc2)C1 (configuration not stated)	0.3	-9.0	1.8	6.8
CCOc1ccc(-c2[nH]nc3c2C(c2cccnc2)C(C#N)=C(N)O3)cc1OC (configuration not stated)	0.0	10.9	0.0	4.9
CCc1cccc2c(C(=O)C(NCCCOC)c3ccccc3)c[nH]c12 (configuration not stated)	0.8	3.5	-0.6	-13.1
N#Cc1ccc(/C=C/c2cc(C(F)(F)F)[nH]c(=O)n2)cc1	-0.1	13.1	0.8	5.0
O=C(NCc1nc2ccccc2[nH]1)c1cncc(Nc2ncccn2)c1	-0.1	6.7	2.6	-7.4
CCOCCn1cnc2sc(C(=O)N(Cc3ccc(N(C)C)cc3)Cc3ccco3)c(C)c2c1=O	0.0	1.6	0.3	7.0
CCOC(=O)c1ccc(NC(=O)COc2ccc(C(=O)NC3CCCCC3)cc2)cc1	-0.1	-0.9	0.3	-1.3

The listing continues.
SMILES	FBW7 act	MITF primary	GPR151 ag	TEAD-YAP inh
CCCCN(CCCC)S(=O)(=O)c1ccc(C(=O)Nc2sc3c(c2C(N)=O)CCN(C(=O)OCC)C3)cc1	-0.1	-9.9	-0.2	0.3
O=C1CC(c2ccccc2)CC2=C1C(c1c[nH]c3ccccc13)N(C(=O)C1CC1)c1ccccc1N2 (configuration not stated)	-0.1	-3.4	-0.1	2.9
COc1cc2c(cc1OC)C1C(C(=O)N3CCC(C)CC3)c3ccccc3C(=O)N1CC2 (configuration not stated)	-0.1	3.7	-0.3	12.0
CC1CCCC/C1=N\NC(=O)c1ccccc1[N+](=O)[O-] (configuration not stated)	-0.1	0.9	0.1	-6.3
COc1ccc(CNc2ncc(-c3cccc([N+](=O)[O-])c3)n2C)c(OC)c1OC	-0.4	29.1	0.4	5.1
CCOc1cc2c(cc1/C=C(/C#N)c1ccc(C(=O)O)cc1)OCO2	-0.1	-11.1	0.7	5.5
COc1cccc(NC(=O)Nc2nnc(C)s2)c1	0.1	3.4	-0.3	0.4
O=C(CNc1ccc(C(F)(F)F)cc1[N+](=O)[O-])OCC(=O)c1ccccc1	0.0	-7.1	-1.4	-2.3
Nc1c2c(nc3c1CCC3)CCC2	0.0	-3.3	3.0	0.0
O=C1/C(=C\C=C\c2ccccc2)C(N2CCOCC2)=NN1c1ccc([N+](=O)[O-])cc1	-0.3	-1.9	-0.9	7.0

Structural class, the compounds so far containing a furan ring, fused or not
SMILES	FBW7 act	MITF primary	GPR151 ag	TEAD-YAP inh
COc1ccc(COn2c(=O)c(-c3cc4ccccc4o3)[n+]([O-])c3ccccc32)cc1OC	0.9	-4.4	-1.0	-48.8
C/C(=N\NC(=S)NC(C)C)c1cc2ccccc2o1	-0.2	-9.5	0.5	-29.2
COc1cccc2cc(C(=O)Nc3ccccc3-c3nc4ccccc4[nH]3)oc12	0.2	-11.3	1.6	-10.0
CCOCCn1cnc2sc(C(=O)N(Cc3ccc(N(C)C)cc3)Cc3ccco3)c(C)c2c1=O	0.0	1.6	0.3	7.0

Other entries follow:
SMILES	FBW7 act	MITF primary	GPR151 ag	TEAD-YAP inh
Cc1c(C(=O)Nc2ccc3c(c2)OCO3)oc2ccc3c(c12)C(=O)CC(C)(C)O3	-0.1	0.8	0.4	41.7*
COc1cccc(OCCOCCOc2ccc(C)cc2[N+](=O)[O-])c1	0.5	13.5	1.0	-2.4
O=C(Nc1ccc(Br)cc1)C1CCCCC1	-0.1	-3.1	0.9	-30.3
CCCC1(C(=O)OCC)NC(c2cccs2)C2C(=O)N(CC)C(=O)C21 (configuration not stated)	0.2	3.7	0.1	-5.3
CC(=O)Nc1ccccc1OC(=O)c1ccc(Br)cc1	0.0	10.3	1.0	-33.3
CCOC(=O)c1c(C)nc2c(c1-c1ccc(OC)cc1)/C(=N/O)CC(C)(C)C2	0.0	-12.6	0.2	-0.4
Cc1ccccc1CC(CC(=O)O)C(=O)O (configuration not stated)	0.1	9.0	3.4	14.7
Cc1ccc([N+](=O)[O-])c(OCCCNCC(C)O)c1 (configuration not stated)	-0.1	15.0	-1.8	-4.9
Cc1ccc(S(=O)(=O)N2CCOCC2)cc1C(=O)NNC(=O)c1ccoc1C	-0.2	-26.8	1.2	6.6
CCN1C(=O)c2cccc3c(S(=O)(=O)Nc4nc5ccccc5s4)ccc1c23	0.0	4.6	3.2	-6.8
COc1ccc([N+](=O)[O-])cc1NC(=O)CCS(=O)(=O)c1ccccc1	0.6	-14.2	1.5	-1.2
CCCC(=O)Nc1sc2c(c1C(=O)OCC)CCC(C)C2 (configuration not stated)	0.0	21.3	-1.5	2.3
O=C(CN1C(=O)NC(CCc2ccccc2)C1=O)NC12CC3CC(CC(C3)C1)C2 (configuration not stated)	0.3	12.9	0.3	-3.0
Cc1ccc(NC(=O)CN2C(=O)CCc3ccccc32)cc1	0.1	11.4	-0.1	3.9
CCc1nn2c(N3CCN(C(C)=O)CC3)cc(C)nc2c1-c1ccc(F)cc1	0.1	13.3	-0.5	14.7
Cc1cc(OCC(O)CN2CCCC2)ccc1Cl (configuration not stated)	0.8	8.7	0.2	15.8
CCCN(CCC)c1nc(-c2ccccc2F)nc2ccccc12	-0.1	1.5	1.0	-5.9
CN(c1cccc(NS(=O)(=O)c2ccc(Br)s2)c1)S(C)(=O)=O	0.0	0.5	-1.0	8.7
CCCNc1ccnc2c(-c3ccsc3)cnn12	0.2	16.6	-1.1	54.3*
CCCCCCSc1cc(C)nc2ncnn12	0.4	13.5	0.3	5.9
CCc1cc(-c2n[nH]c(C)c2-c2nc3ccccc3n2C)c(O)cc1O	0.0	-7.7	-0.5	-4.2
CCOC(=O)c1cccc(C(=O)Oc2ccccc2)n1	0.1	8.1	1.1	-6.3
CCOC(=O)C1CCN(c2c(N3CCN(c4ccc(F)cc4)CC3)c(=O)c2=O)CC1	-0.1	3.2	4.7	4.8
CC(C)(C)c1cc(C(=O)NCc2cccnc2)ccn1	0.0	2.5	-0.1	0.0
COc1ccccc1NC(=S)N1CCC(NC(=O)NC23CC4CC(CC(C4)C2)C3)CC1	0.0	13.4	2.1	-8.8
CCOc1ccc2nc(N3CCN(C(=O)/C=C/c4cccs4)CC3)sc2c1	0.1	6.7	-0.4	5.2
CCOC(=O)c1c(NC(=O)c2cnccn2)sc2c1CCC2	-0.1	12.2	1.5	4.6
CCOc1cc(/C=N/NC(=O)c2n[nH]c(=O)c3ccccc23)ccc1OC	0.7	8.7	-2.2	3.0
CCOC(=O)c1c(C)oc2ccc(N(C(=O)c3ccc([N+](=O)[O-])cc3)S(=O)(=O)c3ccc(Br)cc3)cc12	-0.1	11.1	1.2	4.1
CCOC(=O)C1=C(C)N=c2s/c(=C3\C(=O)N(CC)c4ccccc43)c(=O)n2C1c1cccc([N+](=O)[O-])c1 (configuration not stated)	-0.2	6.8	0.9	-4.0

Part of the list above, with each value named:
canonical_smiles: CCOC(=O)C1=C(C)N=c2s/c(=C3\C(=O)N(CC)c4ccccc43)c(=O)n2C1c1cccc([N+](=O)[O-])c1 (configuration not stated)
- FBW7 act = -0.2
- MITF primary = 6.8
- GPR151 ag = 0.9
- TEAD-YAP inh = -4.0

canonical_smiles: CCOC(=O)c1cccc(C(=O)Oc2ccccc2)n1
- FBW7 act = 0.1
- MITF primary = 8.1
- GPR151 ag = 1.1
- TEAD-YAP inh = -6.3

canonical_smiles: CC(C)(C)c1cc(C(=O)NCc2cccnc2)ccn1
- FBW7 act = 0.0
- MITF primary = 2.5
- GPR151 ag = -0.1
- TEAD-YAP inh = 0.0

canonical_smiles: CCOc1ccc2nc(N3CCN(C(=O)/C=C/c4cccs4)CC3)sc2c1
- FBW7 act = 0.1
- MITF primary = 6.7
- GPR151 ag = -0.4
- TEAD-YAP inh = 5.2

Remaining list, next part.
SMILES	FBW7 act	MITF primary	GPR151 ag	TEAD-YAP inh
CC(=O)C1=C(O)C(=O)N(c2cccc(C(=O)O)c2)C1c1ccccc1F (configuration not stated)	-0.1	2.5	-0.7	4.3
COCCNCCC1CCC(=O)N1Cc1cc(C(F)(F)F)ccc1F (configuration not stated)	0.1	-9.7	-1.2	9.0
COc1ccc(-c2cnc(NCc3ccc(Cl)cc3)nc2)cc1	0.0	3.7	0.6	-6.0
COc1ccc(CCNc2nc(Nc3cc(OC)c(OC)c(OC)c3)nc3c2ncn3-c2ccccc2)cc1	-0.1	17.2	-1.2	22.0
COc1ccc(/C=C2\SC(=O)NC2=Nc2ccc(C)cc2)c(OC)c1	-0.2	-3.7	0.9	57.6*

Bioassay records as filed in PubChem BioAssay.
